# High-throughput results (PubChem)
# TRPV1 agonist – HTS Assay for Compounds that Act as Agonists of the Vanilloid Receptor 1; activation, % at 8.33 µM; Transient receptor potential cation channel subfamily V member 1 (Homo sapiens), Q8NER1; AID 540275, 2011; 0.19% of 320,000 active; TRPV1-expressing cells, Fluo-8 calcium influx, agonist mode; in the data active = activation above about 80%; inconclusive = between about 30% and that limit; also: 0% is about no effect
#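 TRPV1-expressing cells were cultured overnight at 35.5C and loaded with Fluo-8 calcium dye for 40 to 90 min at room temperature. After a 10 s baseline, compound was added and calcium influx was read kinetically for 3 min (ex 480/em 520 nm).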
# USP2a inh – qHTS Assay for Inhibitors of Ubiquitin-specific Protease USP2a Using CHOP2 as the Reporter | AID 463254, 2010 | Potency, µM (highest dose often 38.3 µM), inactives show top-dose activity change, negative = inhibition, most hits filed as inhibitors | USP2 core, Ub-CHOP2 coupled fluorogenic reporter, 485/531 | 0.01% of 330,000 active | Ubiquitin carboxyl-terminal hydrolase 2 (Homo sapiens), O75604;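 also: potency is read from the fitted curve at half-maximal effect; plate controls were DMSO wells for no effect and full inhibition by NEM control for full effect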
#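 Deubiquitinase activity read as fluorescence (485/531 nm) after Ub-CHOP2 cleavage activates the enterokinase reporter on its substrate; USP2 core 10nM, Ub-CHOP2 and substrate 25nM each, 30min compound preincubation then 60min RT; data normalized to NEM, curves fitted.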
# KCNH2 3.1 block – qHTS for Inhibitors of KCHN2 3.1: Mutant qHTS | Potassium voltage-gated channel subfamily H member 2, brain isoform KCNH2 3.1 (human) | U2OS KCNH2 3.1, thallium flux FluxOr; stronger effect = lower value | activity change, % (tested at about 1.8 µM) | 0.95% of 340,000 active;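 active = maximum activity change below -70%; inconclusive = maximum activity change from -70% to -50%; inactive = maximum activity change above -50%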;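 also: thallium influx rate constant from kinetic fluorescence after stimulation buffer; % is scaled to controls: 0 for no effect and ±100 for the full control effect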
#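 Channel expression came from 3.1 mutant virus (1.77 x 10^8 /mL) applied to suspended U2OS cells for 4 h. Flux was tracked with FluxOr dye plus Red40 quencher, and kinetic rate constants normalized to controls.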
# Menin-MLL TR inh – qHTS Assay for Inhibitors Targeting the Menin-MLL Interaction in MLL Related Leukemias: Competition With Texas Red Labeled MLL-derived Mutant Peptide | O00255 | Menin + Texas Red MLL mutant peptide, fluorescence polarization | Potency, µM (highest dose often 61.6 µM), without a hit: top-dose FP activity change, negative = inhibition, usual class: inhibitors | 0.23% of 270,000 active | AID 1768, 2009; active = well fitted inhibition curve with a large enough effect in the polarisation, with a control signal flat, not every such curve was filed as active; inconclusive = small, poorly fitted or top-dose-only effect, or effect the other way, or a change in a side signal; inactive = no such curve, though single readings can be large or run the other way; the % refers to the polarisation; also: potency is read from the fitted curve at half-maximal effect; % of control where 0% means no effect; many of its hits are not listed in these tables
# B2AR arrestin – qHTS assay of beta-arrestin-biased ligands of beta2-adrenergic receptor; beta-arrestin recruitment to beta2AR, cell-based reporter; Beta-2 adrenergic receptor (Homo sapiens), P07550; AID 492947, 2010; 0.02% of 330,000 active; Potency, µM (top dose mostly 46.1 µM), for inactives: at the top dose activation, actives largely listed as activators;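 also: potency is read from the fitted curve at half-maximal effect; 0% = DMSO controls and full agonism = EC100 isoproterenol or metaproterenol; nearly all actives have a fitted effect of over 65% in size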
# Target sequence (P07550 whole entry, looked up): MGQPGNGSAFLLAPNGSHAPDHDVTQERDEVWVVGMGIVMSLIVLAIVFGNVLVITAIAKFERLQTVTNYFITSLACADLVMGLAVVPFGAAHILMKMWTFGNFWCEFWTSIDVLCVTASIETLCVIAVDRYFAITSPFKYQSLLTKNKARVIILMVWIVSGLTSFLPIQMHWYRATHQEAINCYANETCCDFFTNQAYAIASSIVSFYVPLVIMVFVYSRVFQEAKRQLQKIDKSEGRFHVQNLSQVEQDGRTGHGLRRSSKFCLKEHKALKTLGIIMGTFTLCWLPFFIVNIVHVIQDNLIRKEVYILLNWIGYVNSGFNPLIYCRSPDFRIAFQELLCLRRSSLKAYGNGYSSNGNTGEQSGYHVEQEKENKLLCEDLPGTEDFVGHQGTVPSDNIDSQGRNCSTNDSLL
# GALK inhibitor – qHTS Assay for Inhibitors of Human Galactokinase (GALK) | 0.007% of 270,000 active | P51570 | Potency, µM (top dose mostly 57.5 µM), without a hit: at the top dose activity change, negative = inhibition, most hits filed as inhibitors | AID 1868, 2009 | Purified GALK, Kinase-Glo residual ATP luminescence; also: potency is read from the fitted curve at half-maximal effect; % is scaled to controls: 0 for no effect and ±100 for the full control effect
#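 GALK at 5 nM final was combined with compound, 35 uM ATP and 100 uM galactose in HEPES pH8.0 with MgCl2 and DTT. The reaction ran one hour at room temperature before luminescent ATP detection.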
# MLL CXXC-DNA inh – qHTS Fluorescence Polarization Assay for Inhibitors of MLL CXXC domain - DNA interaction. Histone-lysine N-methyltransferase 2A (Homo sapiens), Q03164. MLL-CXXC / FITC-HOXA9 DNA fluorescence polarization. 0.037% of 290,000 active. Potency, µM (doses to about 115 µM), inactives show at the top dose activity change, negative = inhibition, hits mostly inhibitors; active = well fitted inhibition curve with a large enough effect in the polarisation, with a control signal flat, not every such curve was filed as active; inconclusive = small, poorly fitted or top-dose-only effect, or effect the other way, or a change in a side signal; inactive = no such curve, though single readings can be large or run the other way; the % refers to the polarisation; also: potency is read from the fitted curve at half-maximal effect
#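 Fluorescence polarization: 7 uM MLL-CXXC (stock) preincubated 5 min with compounds, then 50 nM fluorescein-HOX-A9 DNA (stock) added; 30 min ambient. Buffer 50 mM Tris-HCl pH 7.5, 50 mM NaCl, 1 mM DTT, 0.05% BSA.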
# Coupling enz – qHTS Assay for Inhibitors of Fructose-1,6-bisphosphate Aldolase from Giardia Lamblia: Coupling assay counterscreen; coupling enzyme system counterscreen, AmpLite Red fluorescence; 0.67% of 290,000 active; AID 2472, 2010; activity change, negative = inhibition, % at 58.2 µM, hits read low; in the data active = activity change below about -30%; also: % is scaled to controls: 0 for no effect and ±100 for the full control effect
#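 Coupling enzymes only (glyceraldehyde-3-phosphate) + compound, at 57.5 uM final, 10 min RT; add substrate/coupling/AmpLite Red mix, 20 min RT; fluorescence ex 525/em 598 nm. Actives flag coupling-system interference.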
# hERG WT inh – qHTS for Inhibitors of KCHN2 3.1: Wildtype qHTS; U2OS, BacMam KCNH2, thallium flux FluxOr; stronger effect = lower value; activity change, % at 1.84 µM; 0.37% of 340,000 active; AID 720551, 2013;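 active = maximum activity change below -70%; inconclusive = maximum activity change between -70% and -50%; inactive = maximum activity change above -50%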; also: % is scaled to controls: 0 for no effect and ±100 for the full control effect
#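 U2OS cells transduced with wild-type KCNH2 virus are loaded with FluxOr dye for 45 min, and thallium flux is measured in kinetic reads before and after stimulation buffer. Rate constants are normalized to DMSO controls.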
# Giardia kill – Small Molecules that selectively kill Giardia lamblia: qHTS; AID 540267, 2011; 0.15% of 340,000 active; activity change, % at 7.66 µM, hits read low; Giardia lamblia trophozoite viability; in the data active = activity change below about -80%; inconclusive = between about -30% and that limit;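 also: parasites exposed to compound for two days anaerobically before the ATP read; % is scaled to controls: 0 for no effect and ±100 for the full control effect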
#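 Compounds were tested on trophozoites seeded at 100 cells/well and held 48 hrs at 37 deg C anaerobically. An ATP-based luminescent kit measured the remaining live cells.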
# PKM2 act – qHTS Assay for Activators of Human Muscle isoform 2 Pyruvate Kinase. Potency, µM (highest dose often 57.5 µM), inactives show at the highest dose activation, actives largely listed as activators. Pyruvate kinase PKM (Homo sapiens), P14618. 0.34% of 260,000 active. AID 1631, 2009. purified PKM2, Kinase-Glo ATP luminescence, activation; response scale: 0% is enzyme alone, no compound; also: potency is read from the fitted curve at half-maximal effect; % is scaled to controls: 0 for no effect and ±100 for the full control effect; nearly all actives have a fitted effect of over 55% in size
# Target sequence (P14618 whole entry, looked up, canonical isoform): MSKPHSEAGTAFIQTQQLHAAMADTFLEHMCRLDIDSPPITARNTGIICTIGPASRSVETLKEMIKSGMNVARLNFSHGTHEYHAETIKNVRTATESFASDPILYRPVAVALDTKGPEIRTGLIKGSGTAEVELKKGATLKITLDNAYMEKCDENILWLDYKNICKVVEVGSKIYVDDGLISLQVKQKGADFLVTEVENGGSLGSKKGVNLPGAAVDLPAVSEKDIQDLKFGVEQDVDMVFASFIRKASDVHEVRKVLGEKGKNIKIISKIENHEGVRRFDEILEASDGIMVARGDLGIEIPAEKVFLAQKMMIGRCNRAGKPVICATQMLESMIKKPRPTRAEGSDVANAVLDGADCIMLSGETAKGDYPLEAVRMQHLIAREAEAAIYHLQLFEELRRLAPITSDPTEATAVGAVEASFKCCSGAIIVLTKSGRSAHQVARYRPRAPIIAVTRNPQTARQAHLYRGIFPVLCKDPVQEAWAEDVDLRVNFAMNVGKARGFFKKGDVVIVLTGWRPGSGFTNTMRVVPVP
#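 hPK-M2, >95% pure; 0.1 mM ADP / 0.5 mM PEP final; imidazole pH7.2 buffer w/ 7 mM MgCl2, 50 mM KCl; 1 h RT; Kinase-Glo lum. Intermediate enzyme activity for dual inhibitor/activator qHTS.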
# Starred values were filed as active, the others as inactive; i = inactive; u = inconclusive; x = not tested or not shown; [ ] = another dose, or the depositor's remark. Unless noted, calls follow the shape of the dose curve; as a rule, active = well fitted curve in the direction sought with a large enough effect; inconclusive = small, poorly fitted or top-dose-only effect, or another doubt; inactive = no such curve, though single readings can be large; an effect the other way counts as inactive or inconclusive. An excerpt, so the mix of outcomes need not match the whole.
SMILES,TRPV1 agonist,USP2a inh,KCNH2 3.1 block,Menin-MLL TR inh,B2AR arrestin,GALK inhibitor,MLL CXXC-DNA inh,Coupling enz,hERG WT inh,Giardia kill,PKM2 act
CC(C)C(=O)N1CCC2(CC1)Oc1ccc(F)cc1C(=O)C21CC(c2ccccc2)=NO1 (stereo not given),u,6%,-9,x,6.7%,-2%,0%,-5,-1,0,-3%
Cc1cccc2c1N1C(=O)c3c(C(=O)O)cccc3C1CC2C (stereo not given),2,-10%,13,-7%,-0.7%,-3%,9%,-1,7,15,0%
CCOc1ccc(CCNC(=O)Cn2nc(C)c3c(C)n(-c4ccccc4)nc3c2=O)cc1,-1,3%,12,8%,-0.2%,-2%,6%,5,-7,32[activator],x
Cc1[nH]nc2c1C(c1ccc(-c3ccc(Cl)cc3)o1)C(C#N)=C(N)O2 (stereo not given),3,1%,-18,16%,-0.6%,x,-2%,1,-6,-14,2%
CN(CC(=O)Nc1ccc(F)cc1)C(=O)COC(=O)c1cccc(N(C)C)c1,2,2%,11,x,0.3%,x,x,x,-15,-10,x
COc1ccccc1Nc1nc(-c2sc(NC(=O)CC(C)C)nc2C)cs1,6,-10%,-12,-30%,0.0%,3%,2%,-21,6,-11,-13%
O=C(Nc1ccc(F)cc1)C1CCCN1S(=O)(=O)c1cccc2nsnc12 (stereo not given),6,1%,3,x,-0.5%,x,2%,0,2,4,1%
CCOC(=O)c1c(NC(C)=O)sc2c(O)c(CN3CCN(CC)CC3)ccc12,0,-3%,18,10%,-0.6%,0%,9%,-2,-2,2,-7%
Fc1ccc(-c2ccc(-c3nn4c(-c5ccco5)nnc4s3)o2)cc1,0,-2%,-16,19%,-0.2%,0%,1%,3,-6,-10,1%
O=C(Nc1ccccc1F)c1ccc(C(=O)c2ccccc2)cc1,u,0%,x,x,-0.3%,-7%,4%,x,-3,10,0%
Cc1cc(C)n2nc(C(=O)OCC(=O)Nc3ccc4c(c3)OC(F)(F)O4)nc2n1,-2,3%,-7,x,0.1%,-3%,-6%,-1,-1,11,-1%
COc1ccc(C(=O)NC(=S)NCc2cccnc2)cc1[N+](=O)[O-],0,3%,-37,9%,-0.1%,-1%,-1%,-1,13,-3,-11%
COc1ccc2[nH]c(=O)c(CNc3ccc(C)cc3C)cc2c1,-4,3%,-7,x,-0.4%,0%,-1%,-20,-5,-2,11%
C/C(CC(=O)Nc1ccc(C)c(Cl)c1)=N\NC(=O)c1ccccn1,0,-9%,5,10%,-0.2%,-1%,19%,-2,-3,5,1%
CCCc1c(C(=O)OCC)sc(N)c1C#N,2,1%,-20,-7%,-0.1%,2%,-1%,-3,9,15,-9%
COc1ccc(C(C)=O)cc1CSc1nc2ccccc2o1,-5,0%,-1,17%,0.1%,-1%,3%,-5,-5,-4,3%
COc1ccc(CC(=O)NNC(=O)[C@@H]2CCCC[C@@H]2C(=O)O)cc1,-1,0%,1,x,0.5%,-6%,5%,x,10,8,-1%
Cc1ccc(NC(=O)CCNS(=O)(=O)c2cccc3nonc23)cc1,13,1%,5,13%,-1.9%,2%,13%,1,-19,-14,4%
CCC(C)(C(=O)NC1CCCC1)N(Cc1cccs1)C(=O)c1ccccn1 (stereo not given),1,3%,8,-17%,0.1%,4%,7%,-38*,-5,10,1%
CCOc1ccc(N2CC(O)=C(c3nc4ccccc4c(=O)[nH]3)C2=N)cc1,1,1%,-1,30%[activator],0.2%,2%,8%,2,3,-3,0%
Cc1ccc(NC(=O)/C=C/c2cccs2)c([N+](=O)[O-])c1,u,2%,16,14%,-0.6%,0%,-15%,3,-8,5,0%
COc1cccc(C(=O)N(c2ccc(C)cc2)C2C=CS(=O)(=O)C2)c1 (stereo not given),-1,2%,-4,-16%,0.5%,1%,0%,2,6,-16,0%
N/C(COc1ncn(-c2ccccc2)n1)=N\S(=O)(=O)c1ccc(Cl)cc1Cl,0,2%,2,-18%,0.3%,3%,1%,-2,i,-20,-3%
CC(=O)N1c2ccc(S(=O)(=O)NCCC(=O)N(C)Cc3ccccc3)cc2CC1C (stereo not given),2,2%,0,3%,-0.1%,1%,-3%,3,-18,-21,8%[0.46 µM]
O=C(c1ccc(Br)o1)N(Cc1ccccc1)c1ccccn1,2,0%,3,-1%,-0.1%,2%,2%,2,2,12,9%
CC1CCC(NC(=O)COC(=O)C2CC3CCCC(C2)C3=O)CC1 (stereo not given),3,0%,-2,x,-0.2%,x,x,x,-12,1,x
CCOC(=O)c1ccccc1NC(=O)c1cccnc1,9,-1%,0,-4%,-0.6%,1%,-2%,-2,30,-1,-6%
O=C(O)c1cccc(COc2ccccc2Cl)c1,1,0%,-5,u,-0.3%,0%,-8%,30,0,-5,-4%
COc1ccc(N/C(C)=C2/C(=O)C(=O)N(CCO)C2c2ccc([N+](=O)[O-])cc2)cc1 (stereo not given),1,0%,-12,x,0.3%,-2%,7%,4,10,-5,1%
N#Cc1ccccc1Sc1ccccc1N,x,-1%,1,x,0.0%,-4%,-2%,-4,10,-11,1%
CC1=C(C)/C(=N\OS(=O)(=O)c2ccccc2)C=CC1=O,u,0%,-3,7%,u,-3%,5%,-77*,14,11,u
O=C1C(=Nc2cccc(Cl)c2)CC(c2ccc(Cl)cc2)N1c1cccc(Cl)c1 (stereo not given),1,1%,-2,-30%,-0.3%,8%,6%,2,-17,0,-1%
Cc1ccc(NC(=O)CCN2C(=O)c3ccccc3S2(=O)=O)cc1F,-4,0%,1,x,0.3%,x,x,x,30,3,x
Cc1ccc(S(=O)(=O)N(CC(=O)NCc2cccs2)c2ccccc2)cc1,1,0%,8,x,0.3%,x,x,x,0,11,x
O=C(C1=C[C@@H](C2CCCCC2)C[C@@H](OCCCCO)O1)N1CCOCC1,7,2%,13,-2%,-1.0%,-1%,-17%,4,-5,-5,0%
Cc1occc1-c1nnc(SCC(=O)N2CCCCC2)o1,u,3%,-8,-22%,-0.7%,3%,14%,2,3,-5,11%
O=C(CN1CCN(c2ccc(O)cc2)CC1)Nc1cc(S(=O)(=O)N2CCCCC2)ccc1Cl,0,2%,u,10%,0.5%,10%,9%,-7,-2,15,21%
CCOc1ccccc1NC(=O)CNS(=O)(=O)c1ccc2nc(C)sc2c1,u,1%,-25,14%,-0.5%,0%,3%,0,2,9,8%
CC(C(=O)OCC(=O)Nc1ccc2c(c1)OCO2)N1C(=O)c2ccccc2C1=O (stereo not given),7,3%,2,-9%,0.1%,0%,5%,7,12,-18,19%
CCOC(=O)c1[nH]c2c(c1C)C(=O)CC(c1ccco1)C2 (stereo not given),7,1%,-10,u,-0.3%,0%,7%,-2,-4,-13,u
CCc1cc(C(=O)Nc2ccc(S(=O)(=O)NC3=NCCCCC3)cc2)sc1C,-1,0%,-17,x,-0.2%,x,x,x,0,-26,x
O=C1Nc2ccc(C(F)(F)F)cc2N2CCCC12 (stereo not given),2,1%,x,-7%,0.4%,-2%,u,0,x,x,x
COc1cc(C2NC(=O)NC(C)=C2C(=O)NCc2ccccc2)c(Cl)cc1O (stereo not given),1,1%,4,2%,-0.1%,0%,19%,3,-2,1,-4%
O=C(Nc1ccc2c(c1)OCO2)c1sc2cc(Cl)ccc2c1Cl,11,1%,5,-13%,-0.2%,x,9%,2,-10,-13,-5%
S=c1[nH]c2ccccc2c2ccccc12,-6,-1%,-28,23%,11%,0%,u,0,9,12,-5%
NS(=O)(=O)c1ccc(NC(=O)COc2ncnc3c2cnn3-c2ccccc2)cc1,4,0%,14,-4%,0.5%,1%,-15%,-1,-2,14,8%
CN1CCN(c2ccc(CNS(=O)(=O)Cc3ccc(Cl)cc3)cc2)CC1,7,0%,5,x,-1.0%,x,-4%,-17,9,-4,-1%
